Screening results (PubChem)
RGS12 GoLoco inh: blocks human Gai1 binding to RGS12 GoLoco peptide, red readout; Gai1:RGS12 GoLoco peptide FP, rhodamine, 10 min; P63096; actives 0.44% (n = 230,000); AID 880; Potency, µM (titrated, usually from 61.6 µM), without a hit: top-dose activity, negative = inhibition, most hits filed as inhibitors; active means well fitted inhibition curve with a large enough effect, not every such curve was filed as active; inactive means no such curve, though single readings can be large or run the other way; further: nearly all actives have a fitted effect of over 30% in size; many of its hits are not listed in these tables
Target sequence (P63096 whole entry, looked up): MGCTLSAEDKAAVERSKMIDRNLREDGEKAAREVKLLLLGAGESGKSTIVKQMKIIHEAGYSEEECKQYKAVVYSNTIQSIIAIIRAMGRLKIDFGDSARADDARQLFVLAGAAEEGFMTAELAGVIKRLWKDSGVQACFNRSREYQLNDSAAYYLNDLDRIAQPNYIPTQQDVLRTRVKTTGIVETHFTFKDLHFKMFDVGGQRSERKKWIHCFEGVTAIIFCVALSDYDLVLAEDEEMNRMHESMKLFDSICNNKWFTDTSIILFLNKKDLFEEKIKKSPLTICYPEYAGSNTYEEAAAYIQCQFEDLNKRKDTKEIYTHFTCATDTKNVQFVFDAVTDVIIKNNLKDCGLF
JMJD2E inh: blocks human JMJD2E demethylase activity; actives 1.6% (n = 230,000); JMJD2E catalytic domain, FDH-coupled NADH fluorescence (FDH is formaldehyde dehydrogenase); AID 2147; Potency, µM (doses to about 57.1 µM), without a hit: top-dose activity change, negative = inhibition, actives largely listed as inhibitors; active means well fitted inhibition curve with a large enough effect, not every such curve was filed as active; inconclusive means small, poorly fitted or top-dose-only effect, or another doubt; inactive means no such curve, though single readings can be large or run the other way;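 further: 0% = wells with enzyme and -100% = buffer wells without enzyme; nearly all actives have a fitted effect of over 50% in size; many of its hits are not listed in these tables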
TexasRed fluor: Texas Red fluorescence interference in TRb-SRC2 counter-screen. TRb/SRC2 Texas Red total fluorescence interference. Potency, µM (titrated, usually from 106 µM), without a hit: at the highest dose fluorescence change, negative = quenching. actives 0.29% (n = 280,000). AID 1479; active means well fitted curve in either direction with a large enough effect; inconclusive means small, poorly fitted or top-dose-only effect
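Human TRb ligand-binding domain at 0.6 uM with 20 nM Texas Red SRC2 peptide in Tris buffer containing 1 uM T3 and 5% DMSO, incubated with compound 5 h at ambient temperature. Total fluorescence (555/632 nm) calculated as parallel + 2 × perpendicular.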
Tau fibril FP: tau fibrillization inhibition (FP) | K18 P301L tau heparin fibrillization, Alexa594 FP, 6 h | Potency, µM (doses to about 57.7 µM), for inactives: at the top dose activity, negative = inhibition, most hits filed as inhibitors | actives 0.39% (n = 280,000); further: nearly all actives have a fitted effect of over 55% in size
Target sequence (P10636 561-689 P618L limits assumed): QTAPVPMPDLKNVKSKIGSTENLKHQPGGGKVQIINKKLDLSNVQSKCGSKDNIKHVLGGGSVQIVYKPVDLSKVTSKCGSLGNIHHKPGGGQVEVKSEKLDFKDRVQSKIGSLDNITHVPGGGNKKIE
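K18 P301L tau (15 uM unlabeled/0.24 uM Alexa 594-labeled, final) + compound + heparin 20 uM final; 100 mM NaOAc pH 7; 6 hr 37 C; ThT 30 uM final added, 1 hr RT; FP ex 555/em 632 nm.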
RECQ1 inh: blocks DNA unwinding by human RECQ1. P46063. RECQ1 DNA unwinding, red fluorescence kinetic read. Potency, µM (doses to about 57.3 µM), inactives show at the highest dose activity, negative = inhibition, most hits filed as inhibitors. actives 0.54% (n = 240,000). AID 2549;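 further: plate controls were vehicle for no effect and no enzyme for full effect; nearly all actives have a fitted effect of over 30% in size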
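50 nM RECQ1T1 preincubated 15 min with compound in Tris pH 8.0 buffer with MgCl2, DTT, Tween-20 and 2.5 ug/ml poly(dI-dC); started with 200 nM TAMRA/BHQ-2 forked duplex and 2 mM ATP. Unwinding read as fluorescence (525/598 nm), two reads 2 h apart.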
L3MBTL1 block: blocks human L3MBTL1; AlphaScreen L3MBTL1–H3K9me1 peptide binding; AID 485360; Potency, µM (top dose mostly 57.1 µM), without a hit: top-dose activity, negative = inhibition, actives largely listed as inhibitors; actives 0.66% (n = 230,000); Q9Y468; further: nearly all actives have a fitted effect of over 60% in size
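L3MBTL1 50 nM + b-AHA-H3(1-15)K9me1 75 nM, 30 min RT; compound added, 30 min RT; streptavidin donor/Ni-chelate acceptor beads 10 ug/mL each final, 30 min RT dark; AlphaScreen read.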
TRb-SRC2 inh: inhibitors of human thyroid hormone receptor beta-SRC2 interaction; P10828; TRbeta-SRC2 peptide binding, fluorescence polarization; receptor liganded with 1 µM T3; Potency, µM (highest dose often 106 µM), without a hit: at the top dose activity change, negative = inhibition, actives largely listed as inhibitors; actives 0.065% (n = 280,000); AID 1469;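 further: plate controls were bound peptide for no effect and peptide without receptor for full effect; nearly all actives have a fitted effect of over 50% in size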
Target sequence (P10828 whole entry, looked up): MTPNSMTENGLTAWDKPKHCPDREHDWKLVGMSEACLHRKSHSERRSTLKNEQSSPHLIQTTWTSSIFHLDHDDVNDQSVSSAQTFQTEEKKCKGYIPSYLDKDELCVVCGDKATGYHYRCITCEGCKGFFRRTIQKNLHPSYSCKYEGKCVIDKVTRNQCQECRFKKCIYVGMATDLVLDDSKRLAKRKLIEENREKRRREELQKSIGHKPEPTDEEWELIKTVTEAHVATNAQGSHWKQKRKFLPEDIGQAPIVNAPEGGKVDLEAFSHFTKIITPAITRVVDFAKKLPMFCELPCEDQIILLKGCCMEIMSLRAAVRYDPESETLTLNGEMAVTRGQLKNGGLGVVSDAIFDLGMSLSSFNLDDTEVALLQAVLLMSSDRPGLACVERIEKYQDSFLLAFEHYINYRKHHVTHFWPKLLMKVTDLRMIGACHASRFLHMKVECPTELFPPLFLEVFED
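Read-out is fluorescence polarization (555 nm excitation, 632 nm emission) of a Texas Red SRC2 coactivator peptide; loss of signal reflects blocked binding to human TRb ligand-binding domain in the presence of 1 uM T3.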
Tau fibril ThT: blocks human tau fibril formation measured by thioflavin T | recombinant tau K18 P301L, heparin-induced fibrillization, ThT fluorescence | actives 2.1% (n = 270,000) | Potency, µM (doses to about 57.4 µM), inactives show top-dose activity, negative = inhibition, actives largely listed as inhibitors | P10636; further: nearly all actives have a fitted effect of over 55% in size
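Using a mix of unlabeled (15 uM) and Alexa 594-labeled (0.24 uM) tau K18 P301L, heparin-triggered fibrillization over 6 hr at 37 C was scored by ThT fluorescence.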
* = called active by the depositor; i = inactive; ? = inconclusive; nt = not tested or not shown; & = joins results of further samples; [ ] = dose if it differs, or a comment. Unless noted, the call rests on the fitted dose curve; in most records, active means well fitted curve in the direction sought with a large enough effect; inconclusive means small, poorly fitted or top-dose-only effect, or another doubt; inactive means no such curve, though single readings can be large; an effect the other way counts as inactive or inconclusive. Unless noted, on the % scale 0 is the no-effect control and ±100 the full control effect; potency means the concentration at half of the fitted maximal effect. An excerpt; the hit share may differ from the screen's.

SMILES	RGS12 GoLoco inh	JMJD2E inh	TexasRed fluor	Tau fibril FP	RECQ1 inh	L3MBTL1 block	TRb-SRC2 inh	Tau fibril ThT
CC(=O)Oc1oc(-c2ccccc2)nc1C=Nc1ccc(N(C)C)cc1	10%	10%	1%	-13%	-6%	1%	-2%	14µM*
COc1ccc(CC(NC(C)=O)C(=O)NC2CCN(S(=O)(=O)c3cccc4ccccc34)CC2)cc1OC (stereo unspecified)	1%	-2%	-2%	14%	-4%	nt	4%	-6%
Cc1nn(C)cc1C(=O)Nc1ccccc1Br	4%	-1%	-3%	1%	10%	4%	-3%	-1%
CCOC(=O)c1cc(C(C)=O)c(=O)n(C)c1N	3%	?	-3%	3%	2%	2%	-2%	-8%
CC(=O)OC1CCC2(C)C3CCC4(C)C(CC5CCCCC54C(C)=O)C3CC(=O)[C@@]2(O)C1 (stereo partly specified)	-4%	8%	0%	10%	-1%	nt	-9%	-10%
O=c1nc2n(c3ccccc13)Cc1ccccc1-2	4%	?	2%	3%	-2%	2%	-1%	-3%
CSCCC(NC(=O)C1CCCCC1)C(=O)Nc1ccc(F)c(Cl)c1 (stereo unspecified)	nt	nt	-1%	-10%	nt	nt	2%	-2%
COc1cccc(-c2cc(C(=O)NCCc3ccc(OC)c(OC)c3)no2)c1	nt	nt	12%	-7%	nt	nt	-10%	?
Cc1cccc(Nc2nc(N)nc(CSc3nccn3C)n2)c1	10%	3%	1%	-9%	-8%	-6%	-2%	-7%
Oc1ccccc1-c1n[nH]c(=S)n1Cc1ccco1	7%	-15%	-2%	7%	-9%	nt	-8%	-9%
COc1ccc(CONc2ncnc3nonc23)cc1[N+](=O)[O-]	9%	1%	-2%	1%	-21%	nt	2%	?
COC(=O)CCC(=O)OC1(C)C(=O)C2=CN(C3CC3)C(c3ccc(OC)cc3)=CC2=C(Br)C1=O (stereo unspecified)	19%[14.2 µM]	?	-1%[11.2 µM]	-3%[11.6 µM]	i[11.5 µM]	nt	3%[11.2 µM]	?

2 compounds from above with just RECQ1 inh, L3MBTL1 block and TRb-SRC2 inh:
structure,RECQ1 inh,L3MBTL1 block,TRb-SRC2 inh
Oc1ccccc1-c1n[nH]c(=S)n1Cc1ccco1,-9%,nt,-8%
COc1ccc(CONc2ncnc3nonc23)cc1[N+](=O)[O-],-21%,nt,2%

Remaining list, next part:
SMILES	RGS12 GoLoco inh	JMJD2E inh	TexasRed fluor	Tau fibril FP	RECQ1 inh	L3MBTL1 block	TRb-SRC2 inh	Tau fibril ThT
Cc1ccc(-c2nc(CN3CCCCC3)cc(CN3CCCCC3)c2O)cc1	15%	?	0%	2%	-18%	-8%	-5%	-12%
Cc1nc(C(F)(F)F)ccc1C(=O)N1CCCCC1	7%	-3%	0%	1%	-2%	3%	-12%	-10%
COc1ccc2c(c1)C(=O)CC(O)(C(F)F)O2 (stereo unspecified)	-6%	?	0%	4%	-2%	-2%	0%	-7%
N#C/C(=C\c1ccc(-c2cccc(Cl)c2)o1)C(=O)Nc1cccc(C(F)(F)F)c1	nt	nt	0.089µM*[quencher]	-4%	nt	nt	?	-3%
CCn1c(CSc2ncccn2)nnc1SCC(=O)N1CCCCC1	5%	7%	-3%	3%	6%	-1%	-5%	11%
CCCNc1ccc(S(=O)(=O)N(C(C)C)C(C)C)cn1	-20%	11%	-7%	1%	i	-3%	-20%	-5%
O=C(Nc1nccs1)c1ccc(CSc2nnnn2-c2ccccc2)cc1	7%	0%	-2%	-16%	-3%	-25%	-4%	-12%
CCCn1c(SCC#N)nc2c(c1=O)C1(CCCC1)Cc1ccccc1-2	-7%	-9%	4%	-6%	i	3%	4%	-19%
N=c1c(C(=O)NCc2ccc(F)cc2)cc2c(=O)n3ccccc3nc2n1CCCN1CCOCC1	9%	?	5%	6%	?	5%	-12%	-5%
COc1ccc(Nc2nc(NCc3ccco3)nc(N)c2[N+](=O)[O-])cc1	3%	15%	-1%	2%	7%	-6%	-5%	-12%
O=C(N/N=C/c1ccco1)c1ccc(Br)o1	-3%	0%	-2%	0%	-8%	-3%	1%	-11%
CCOC(=O)N1CCC(=NNc2nc3ccccc3s2)CC1	4%	-3%	0%	2%	-12%	-10%	4%	?

Gathered by group: those above containing an aryl methoxy group.
SMILES	RGS12 GoLoco inh	JMJD2E inh	TexasRed fluor	Tau fibril FP	RECQ1 inh	L3MBTL1 block	TRb-SRC2 inh	Tau fibril ThT
COc1ccc(CC(NC(C)=O)C(=O)NC2CCN(S(=O)(=O)c3cccc4ccccc34)CC2)cc1OC (stereo unspecified)	1%	-2%	-2%	14%	-4%	nt	4%	-6%
COc1cccc(-c2cc(C(=O)NCCc3ccc(OC)c(OC)c3)no2)c1	nt	nt	12%	-7%	nt	nt	-10%	?
COc1ccc(CONc2ncnc3nonc23)cc1[N+](=O)[O-]	9%	1%	-2%	1%	-21%	nt	2%	?
COC(=O)CCC(=O)OC1(C)C(=O)C2=CN(C3CC3)C(c3ccc(OC)cc3)=CC2=C(Br)C1=O (stereo unspecified)	19%[14.2 µM]	?	-1%[11.2 µM]	-3%[11.6 µM]	i[11.5 µM]	nt	3%[11.2 µM]	?
COc1ccc2c(c1)C(=O)CC(O)(C(F)F)O2 (stereo unspecified)	-6%	?	0%	4%	-2%	-2%	0%	-7%
COc1ccc(Nc2nc(NCc3ccco3)nc(N)c2[N+](=O)[O-])cc1	3%	15%	-1%	2%	7%	-6%	-5%	-12%

Remaining list, next part:
SMILES	RGS12 GoLoco inh	JMJD2E inh	TexasRed fluor	Tau fibril FP	RECQ1 inh	L3MBTL1 block	TRb-SRC2 inh	Tau fibril ThT
O=c1oc2ccccc2cc1NCc1ccccc1O	-2%	-2%	0%	-2%	7%	4%	10%	3%
CSC1=N/C(=C\c2ccc(C)o2)C(=O)S1	33%[activator]	-1%	2%	?	5%	28µM*	6%	?
C=CCn1c(=N)n(CC(=O)c2ccc(Br)s2)c2ccccc21	5%	-2%	0%	8%	i	15%	5%	-1%
Cc1cccc(-c2nc(CN3CCCC(C(=O)NC4CCCCC4)C3)c(C)o2)c1 (stereo unspecified)	4%	2%	-3%	-1%	-4%	-10%	0%	-11%
O=C(CSc1ncccc1C(=O)O)c1cccc(C(F)(F)F)c1	6%	-8%	0%	-16%	-16%	3%	1%	-2%
COc1ccc(NC(=O)C2CCCN2C(=O)OCc2ccccc2)cc1 (stereo unspecified)	1%	2%	-7%	4%	0%	nt	5%	nt
Cc1ccc(N2CC(c3nc4ccccc4[nH]3)CC2=O)c(C)c1 (stereo unspecified)	-1%	2%	-9%	7%	i	-19%	5%	-5%
COc1ccc(OCCC(=O)NCC23CC4CC(CC(C4)C2)C3)cc1	-3%	1%	-2%	3%	-14%	-3%	-4%	-11%
O=C(Nc1nnc(S(=O)(=O)N2CCOCC2)s1)c1cccc(Br)c1	nt	nt	-2%	-10%	nt	nt	-11%	?
CC1=NC(C(F)(F)F)(C(F)(F)F)C(C#N)=C(C)N1	-3%	2%	1%	9%	-3%	-3%	0%	3%
COCCNC(=O)c1ccc(-c2nc(CS(=O)(=O)c3ccccc3)c(C)o2)cc1	nt	nt	-4%	0%	nt	nt	-1%	10%
Cc1ccc(-c2cn3c(=O)cc(C)[nH]c3n2)cc1	0%	?	1%	3%	2%	-5%	5%	-7%
COc1ccc(OC)c(-n2c(CNC3CCN(Cc4ccccc4)CC3)nc3ccccc3c2=O)c1	8%	-1%	1%	-2%	i	nt	-3%	-22%
Cc1cc2nc(CSc3ccccc3)cc(=O)n2[nH]1	33%[activator]	-1%	-12%	4%	?	nt	5%	-6%
COc1nnc(-c2ccc(N3CCCCC3)c(NC(=O)C3CCCCC3)c2)c2ccccc12	-1%	3%	-3%	8%	14%	nt	6%	-9%
CC1=CC2=NC(=O)/C(=C\c3cc(C)n(-c4ccccc4F)c3C)C(=N)N2O1	10%	60%[activator]	-1%	5%	-4%	-20%	6%	-15%
COc1ccc(NC(=O)C(NC(=O)/C=C\c2ccc3c(c2)OCO3)c2ccc(C)cc2)cc1 (stereo unspecified)	nt	nt	-2%	?	nt	nt	-6%	5%
COc1ccccc1-c1nn(CCC(=O)Nc2cccc(C(C)=O)c2)c2nc(C)cc(C)c12	nt	nt	1%	2%	nt	nt	-3%	-12%
Cc1ccccc1CSc1nc(C(C)(C)C)cc(=O)[nH]1	0%	2%	0%	-1%	i	-1%	10%	-6%
COCC1=C2c3ccccc3[C@H](C[N+](=O)[O-])C(C(=O)OC)(C(=O)OC)C[C@@H]2n2c(=O)n(-c3ccccc3)c(=O)n2C1	0%&2%&-1%	6%&-11%&-4%	0%&-3%&-3%	?	-2%&-3%	nt	2%&8%&4%	-12%&1%&-4%
N/C(=N\NC(=O)Nc1ccccc1)c1ccccn1	2%	1%	-7%	2%	i	nt	2%	nt
COc1ccc(N2CCN(C(=O)Cc3noc4ccc(C)cc34)CC2)cc1	nt	nt	5%	-2%	nt	nt	-1%	4%
CCOc1ccccc1Nc1ncnc2c1cnn2-c1ccccc1	7%	-13%	-1%	-5%	-16%	7%	0%	?
O=C(NCc1ccccn1)C1CCCN(S(=O)(=O)c2cccc3nsnc23)C1 (stereo unspecified)	15%	3%	3%	-14%	i	nt	-2%	-14%
